ERK EGF block: blocks ERK signaling stimulated by EGF. 130,000 compounds, 0.41% hits. Potency, µM (series often up to 11.5 µM), inactives show top-dose activity change, negative = inhibition, most hits filed as inhibitors. AID 1454. HEK293-V1b, EGF-stimulated phospho-ERK AlphaScreen; active means well fitted inhibition curve with a large enough effect; inconclusive means small, poorly fitted or top-dose-only effect, or effect the other way;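 further: plate controls were stimulated vehicle wells for no effect and unstimulated vehicle basal for full effect; nearly all actives have a fitted effect of over 55% in size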
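HEK293 cells stably expressing V1b receptor, serum-reduced (1% FBS) overnight, pretreated 30 min with compound, then stimulated 5 min with 25 nM EGF; phospho-ERK detected by AlphaScreen SureFire. AC50 from Hill fits, normalized to DMSO and EGF.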
* hit, by the source's call; ? = inconclusive; [ ] = remark or other dose. Potency means the concentration at half of the fitted maximal effect.

SMILES	ERK EGF block
COc1ccc(C(=O)C2CCCN(Cc3ccc(Sc4nncn4C)o3)C2)cc1F (stereo unspecified)	-0.2%
S=c1[nH]c(-c2ccc(Cl)cc2)cs1	2.2%
CCOc1cc2c(cc1OCC)C(c1ccccc1OC)OC(=O)C2 (stereo unspecified)	4.0%
Cc1ccc(/C=C/C(=O)Nc2ccc(N(C)C)cc2)o1	3.4%
CCn1c(-c2cc(C3CC3)nc3ccccc23)n[nH]c1=S	-0.8%
CCCOc1ccc(OCCn2nc(C(=O)O)c3ccccc3c2=O)cc1	2.5%
CC(C)CN(CC(C)C)C(=S)Nc1ccc(Cl)cc1	-3.7%
NC(=O)CSc1nccn1Cc1ccccc1	5.9%
CCc1cccc(CC)c1NC(=O)C[n+]1cccc(C(N)=O)c1	0.6%
Cc1ccc(C)c2c1cc(C)c1nnc(SCC(=O)N3CCCc4ccccc43)n12	-7.9%
Cc1ccc(C2(C(F)(F)F)NC(=O)N3N=C4CCCCCN4C3=C2C#N)cc1 (stereo unspecified)	?
COc1cc(C(Nc2ccccn2)c2c(NC(=O)c3ccco3)sc(C)c2C)cc(OC)c1OC (stereo unspecified)	-5.5%
CC(NC(=O)Nc1ccccc1)C(c1cccs1)N1CCOCC1 (stereo unspecified)	16.3%
O=C(O)c1ccc(/C=N/Nc2ncc(C(F)(F)F)cc2Cl)cc1	-0.6%[57.5 µM]
Cc1cccc(C)c1OCCNC(=O)c1ccc2ccccc2n1	5.3%
COc1ccc2[nH]c(CN3CCN(CCC(C)C)C(CCO)C3)c(C)c2c1 (stereo unspecified)	6.7%
Cc1ccc(S(=O)(=O)N2CCOCC2)cc1C(=O)OC1CCCCC1=O (stereo unspecified)	-0.9%
CN(C)C(=O)C1C2NC(=S)N(c3ccc(Cl)cc3)C1(C)Oc1ccc(Cl)cc12 (stereo unspecified)	-4.7%
O=C(NCc1cccs1)c1ccc(Cl)c(S(=O)(=O)N2CCCC2)c1	-0.2%
CC(=O)Nc1ccccc1-c1nnn(CC(=O)Nc2ccc3c(c2)OCCO3)n1	-7.5%
O=C1CN(C(=O)CNCc2cccc(Cl)c2)c2ccccc2N1	4.9%[57.5 µM]
CC1(C)CC(=O)C(C=NCCN2CCNCC2)=C(O)C1	0.1%
COc1ccc(CC(=S)N2CCOCC2)cc1F	-0.3%
CCn1cc(C(=O)NCCC2=CCCCC2)c(=O)c2cc(S(=O)(=O)N(C)C)ccc21	15.5%
O=C(Nc1ccc(O)c2c(=O)cc(-c3cccc(Cl)c3)oc12)c1ccccc1Cl	2.9%[57.5 µM]
Cc1ccc(NC(=O)COC(=O)CCc2nc3ccccc3c(=O)[nH]2)cc1Cl	1.8%
COc1cc(CNCC(C)C)c(Br)cc1OCC(=O)NCc1ccccc1	-4.8%
Cc1ccc(-c2cc[n+](Cc3ccccc3)cc2)cc1	1.8%
Cc1cc(C)n2nc(C(=O)NNC(=O)c3ccccc3)nc2n1	4.6%
O=C(COC(=O)[C@@H]1CCCN1C(=O)c1cccs1)Nc1ccc(F)cc1[N+](=O)[O-]	?
COc1ccc(-n2cccc2C=O)cc1	-1.2%
Cc1cc(C)c(S(=O)(=O)N2CCCOC2CNC(=O)C(=O)NCc2ccccn2)c(C)c1 (stereo unspecified)	5.9%
CCc1ccc(NC(=O)c2c(C(=O)Nc3ccccc3)sc3nc(C)cc(=O)n23)cc1	1.8%
COC(=O)c1ccccc1NC(=O)CSc1nnc(-c2cccnc2)n1N	2.8%
CCCNC(=O)c1cccc(COc2ccccc2OC)c1	-4.2%
S=C(NC1CCCC1)NC1CC1	2.3%
CC(NC(=O)Cn1nc(-c2ccccc2)ccc1=O)c1ccccc1 (stereo unspecified)	-4.2%[57.5 µM]
COc1ccc(OCc2nc(C#N)c(NCCCn3ccnc3)o2)cc1	-19.3%
COc1ccccc1N1CCN(C(=O)CN(C)S(=O)(=O)c2cc(C)ccc2OC)CC1	4.2%
O=C1CCc2ccc(NS(=O)(=O)c3ccc(F)cc3)cc2N1	-6.4%
CCC1(C)CC2(CCCN(CCC(O)(c3ccccc3)c3ccccc3)C2)CCO1 (stereo unspecified)	-5.1%[57.5 µM]
O=C(Nc1nc2c(F)cc(F)cc2s1)C1CC(=O)N(Cc2ccco2)C1 (stereo unspecified)	-12.8%[57.5 µM]
COc1ccc(C)cc1NC(=O)C(OC(=O)c1cc(C)oc1C)c1ccccc1 (stereo unspecified)	-7.8%
CC(C)(C)C(=O)NC1(C(F)(F)F)N=C2SCCN2C1=O (stereo unspecified)	-7.6%
O=C1NC(=Nc2ccc(Cl)cc2)/C(=C/c2ccco2)S1	-4.0%

The closing 5 compounds of the part before come first, to join the parts:
SMILES	ERK EGF block
CCC1(C)CC2(CCCN(CCC(O)(c3ccccc3)c3ccccc3)C2)CCO1 (stereo unspecified)	-5.1%[57.5 µM]
O=C(Nc1nc2c(F)cc(F)cc2s1)C1CC(=O)N(Cc2ccco2)C1 (stereo unspecified)	-12.8%[57.5 µM]
COc1ccc(C)cc1NC(=O)C(OC(=O)c1cc(C)oc1C)c1ccccc1 (stereo unspecified)	-7.8%
CC(C)(C)C(=O)NC1(C(F)(F)F)N=C2SCCN2C1=O (stereo unspecified)	-7.6%
O=C1NC(=Nc2ccc(Cl)cc2)/C(=C/c2ccco2)S1	-4.0%
C[N+]1(C)CCC[C@H]1C(=O)[O-]	1.9%[25.7 µM]
O=C(COC(=O)c1ccc(Br)o1)NCCc1ccccc1	-0.9%
O=C(COC(=O)Cc1ccccc1[N+](=O)[O-])NCC1CCCCC1	1.9%
Nc1cc(Cl)ccc1C(=O)OCC(=O)NC1CCCCC1	-0.6%
Cc1nccn1CCN(C)Cc1cn(Cc2ccccc2)nc1-c1ccc2c(c1)OCO2	-8.3%
COc1ccc(N2C(=O)/C(=C\c3ccco3)N=C2SCC(=O)N(C(C)C)C(C)C)cc1Cl	7.9%
COc1cc2cnc(Cl)nc2cc1OC	3.9%
Nc1nnc(CSCc2ccc(Cl)cc2)s1	9.4%
O=C(NC(=S)Nc1ccc2c(c1)OCCO2)c1ccco1	2.6%[57.5 µM]
COc1cc(S(=O)(=O)N2CCCCC2)c(OC)cc1Br	8.0%
Brc1ccccc1-n1nnc(-c2nccs2)n1	-5.3%[57.5 µM]
O=C(N/N=C/c1ccc([N+](=O)[O-])s1)c1cccc(Br)c1	6.2%
O=S(=O)(CC(c1ccccc1)N1CCCCC1)c1ccc(Cl)cc1 (stereo unspecified)	-5.4%[57.5 µM]
CCCCCC(=O)NC(Nc1ccc(S(N)(=O)=O)cc1)C(Cl)(Cl)Cl (stereo unspecified)	-0.5%
COc1ccc(NC(=O)c2cc([N+](=O)[O-])ccc2N2CCCC2)cc1	3.3%

Six compounds picked at random from those above, as already listed:
SMILES	ERK EGF block
O=C1CN(C(=O)CNCc2cccc(Cl)c2)c2ccccc2N1	4.9%[57.5 µM]
O=C(N/N=C/c1ccc([N+](=O)[O-])s1)c1cccc(Br)c1	6.2%
CC1(C)CC(=O)C(C=NCCN2CCNCC2)=C(O)C1	0.1%
CC(NC(=O)Nc1ccccc1)C(c1cccs1)N1CCOCC1 (stereo unspecified)	16.3%
Cc1cccc(C)c1OCCNC(=O)c1ccc2ccccc2n1	5.3%
CCCNC(=O)c1cccc(COc2ccccc2OC)c1	-4.2%

Following part
SMILES	ERK EGF block
CCCNC(=O)COC(=O)/C=C/c1ccc(C)o1	4.7%
Cc1ccc(C(=O)N/N=C\c2cc3c(cc2Br)OCO3)s1	7.8%
COc1ccc2cc(C(=O)C3CCCN(Cc4cccc(C)n4)C3)ccc2c1 (stereo unspecified)	7.1%
O=C1CC(SC2=NCCS2)C(=O)N1c1ccc(Cl)cc1 (stereo unspecified)	4.9%
CNC(=O)COc1ncnc2scc(-c3ccc(F)cc3)c12	-1.5%
c1ccc(-c2ccccc2OCCCN2CCCCC2)cc1	-7.4%
CS(=O)(=O)N1CCC2(CCCN(c3ccccn3)C2)CC1	-5.6%
COC(=O)c1cnc(NNS(=O)(=O)c2ccc(Cl)cc2)nc1C(F)(F)F	5.1%[57.5 µM]
Cc1ccc(NC(=O)c2cnccn2)cc1	0.3%
COc1cccc(C(=O)n2ccc(-c3cccs3)n2)c1	-1.7%[57.5 µM]
CC(=O)Nc1nnc(SCc2cc(=O)c(OC(=O)c3ccccc3)co2)s1	9.3%
NC(=O)c1ccc(Sc2nnc(-c3cccs3)n2CC2CCCO2)c([N+](=O)[O-])c1 (stereo unspecified)	6.0%
CCN(C(=O)Cn1cc(C(F)(F)F)ccc1=O)c1c(N)n(Cc2ccccc2)c(=O)[nH]c1=O	-2.9%
O=C(O)C(S)[C@@H](S)C(=O)O (stereo partly specified)	3.7%
CCc1ccc(C(=O)COC(=O)C(CCSC)NC(=O)c2ccccc2)cc1 (stereo unspecified)	25.6%
Cn1c(N)c(C(=O)COC(=O)COc2ccc(C#N)cc2)c(=O)n(C)c1=O	1.8%[57.5 µM]
O=C(Cc1cccc2ccccc12)Nc1cccnc1	-6.1%
Cn1ccnc1C(=O)c1ccc(Cl)c(S(=O)(=O)N2CCOCC2)c1	-1.1%[57.5 µM]
O=C(COc1ccccc1[N+](=O)[O-])N1CCN(S(=O)(=O)c2ccccc2)CC1	2.0%
CN1c2cc3c(cc2N=C(c2ccc(C(=O)O)cc2)c2ccccc21)C(C)(C)CCC3(C)C	?
Cc1c(Cl)cnc(NC(=O)COC(=O)c2ccc3ncsc3c2)c1Cl	0.1%
O=[N+]([O-])c1ccc(Cl)cc1N1CCCC1	4.8%
C=CCn1c(O)c(N=NC(=S)Nc2ccccc2F)c2cc(S(=O)(=O)N3CCOCC3)ccc21	-3.9%
CCc1ccc(C2c3[nH]c4ccccc4c3CCN2C(=O)CNC(N)=O)cc1 (stereo unspecified)	-8.2%[57.5 µM]
CCN(CC)C(=O)Oc1ccc2ccccc2c1Cl	-6.4%
CC1=NN(c2ccc(S(=O)(=O)O)cc2C)C(=O)C1	-9.3%
O=C(c1ccccc1)C1CCN(c2ncccc2[N+](=O)[O-])CC1	-4.6%[57.5 µM]
COc1cccc(-c2nccc(-n3ccnc3)n2)c1	23.8%
COc1ccc(CNC(=O)C2CCN(S(=O)(=O)c3cccc4cccnc34)CC2)cc1	-3.8%
CN(C(=O)CSc1nnc2ccccn12)c1c(N)n(Cc2ccccc2)c(=O)[nH]c1=O	4.3%
CCCc1nnc2n1N=C(c1ccc(-c3cc(Cl)ccc3Cl)o1)CS2	2.0%
O=C(c1ccc2c(c1)N(Cc1ccc(F)cc1)C(=O)c1ccccc1S2(=O)=O)N1CCN(c2ccccn2)CC1	1.6%
COc1ccc(N(C(C)C(=O)NN=C2CCCC2)S(C)(=O)=O)cc1 (stereo unspecified)	-3.5%[57.5 µM]
Cn1c(SCC(=O)c2cc(Cl)c(Cl)s2)nnc1-c1ccco1	-1.8%[57.5 µM]
Nc1c(C(=O)NCc2ccc3c(c2)OCO3)nnn1Cc1ccc(Br)cc1	4.6%[57.5 µM]
COc1cc(CNCc2ccccc2C(F)(F)F)cc(OC)c1	-3.5%
COC(=O)C1=C(C(=O)OC)[C@@H]2N(C)c3ccc(OC)cc3[C@@]23C[C@@H](C(=O)OC)N(S(=O)(=O)c2ccc(OC)cc2)C3=N1	0.9%[57.5 µM]
CCC(=Nc1ccccc1)C1=C(O)CC(C)(C)CC1=O	-5.5%
N#CCCn1cc(/C=C/C(=O)O)c(-c2ccc(F)cc2)n1	-3.9%
COc1ccc(-c2n(CC(=O)OC3CC(C)CCC3C(C)C)c3ccccc3[n+]2C)cc1 (stereo unspecified)	1.78µM*
CC(C)(CO)NS(=O)(=O)c1ccc2c(c1)C(=NO)c1cc(S(=O)(=O)NC(C)(C)CO)ccc1-2	-0.1%
Clc1ccc2c(N/N=C/c3ccc(Br)cc3)ccnc2c1	0.9%
COc1ccc(CC(=O)NCc2nnc(SCC(=O)Nc3ccccc3)n2C)cc1	3.2%
COc1ccc(CN(C(=O)Cn2nnc(-c3ccc(C)o3)n2)C(C(=O)NCC2CCCO2)c2ccco2)cc1 (stereo unspecified)	?
O=C(O)c1[nH]c2ccc([N+](=O)[O-])cc2c1-c1ccccc1	4.2%[57.5 µM]
CCOC(=O)c1nn(-c2ccc(Cl)cc2)cc1O	-6.9%[57.5 µM]
COc1ccc(NC(=O)CCS(=O)(=O)c2cccc3nonc23)cc1	-10.9%
N#C/C(=C\c1cccnc1)C(=O)NC1CCCCC1	-1.9%
CCCC(=O)N1CCN(c2ccc(NC(=O)c3cccs3)cc2)CC1	5.6%
Cn1cccc1CC(=O)N/N=C\c1ccccc1	-0.3%
O=C(CCNC(=O)c1ccc(Br)o1)NCc1ccccc1Cl	?
Cc1ccc2nc(N(CCCN(C)C)C(=O)CCc3ccccc3)sc2c1	-4.0%
O=C(O)c1cccnc1SCc1cn2cc(Br)ccc2n1	15.5%
CCn1c(Cc2ccccc2)nnc1SCc1cccc(C(=O)O)c1	4.7%
CN1CCN(CC(=O)Nc2ccccc2Oc2ccccc2)CC1	-2.5%[57.5 µM]
CNC(=O)c1cc(Nc2nnc(-c3ccc(O)cc3)c3ccccc23)ccc1OC	-1.2%
COC(=O)c1sc2nc(SCc3ccccc3C#N)n(N)c(=O)c2c1C	-0.4%
Cc1ccc(N2C(=O)SC(Cc3ccccc3)C2=O)cc1 (stereo unspecified)	-0.9%[57.5 µM]
O=C(N/N=C/c1ccc(N2CCOCC2)cc1)C1COc2ccccc2O1 (stereo unspecified)	-0.9%
COc1ccc2[nH]c(=O)c(CN(C(=O)c3ccco3)C(C)C)cc2c1	-0.4%[57.5 µM]
More records follow:
SMILES	ERK EGF block
CCCNC(=O)c1onc(CSc2ccccn2)c1C(=O)NCCC	-11.7%[57.5 µM]
Cc1csc(=Nc2cccnc2)n1Cc1ccco1	9.2%
COc1cccc2c1C(=O)c1c(O)c3c(c(O)c1C2=O)C[C@](O)(C(=O)CO)C[C@H]3O[C@@H]1C[C@H](N)[C@H](O)[C@H](C)O1	-1.6%[25.7 µM]
CCN1CCN(C(=O)c2ccc(OC)c(S(=O)(=O)Nc3ccc(C)cc3)c2)CC1	6.4%
Cc1ccc(NC(=O)c2ccc(NCc3ccc(F)cc3)nc2)cc1	-0.8%

These rows are one share of the data. The share of hits here may be higher or lower than overall.
